Source: PubChem BioAssay (NMMLSC)
S aureus QS inh: blocks AIP-induced quorum sensing reporter in S. aureus | S. aureus RN6390 RNAIII-GFP reporter, flow cytometry 3 h | inhibition, % at 2 µM | hit rate 0.3% among 24,000;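 active = share of bacteria positive for the green fluorescent reporter and its mean brightness both inhibited by 50% or more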;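 note: 0% = AIP-stimulated control and 100% = unstimulated bacteria without AIP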
S aureus QS inh GFP MFI %: also measured in S aureus QS inh; calls as there; inhibition, %; measured here: inhibition of GFP MFI
* = called active by the depositor. Not all compounds are listed (hit frequency here may not be typical).

#	Molecule	S aureus QS inh	S aureus QS inh GFP MFI %
1	NCCc1c[nH]c2ccc(F)cc12	-2	-11
2	COC(=O)c1ccccc1-n1c(C)nc2ccccc2c1=O	1	10
3	CNCC(O)c1ccc(O)cc1 (stereo not drawn)	-3	-10
4	Cc1ccc(S(=O)(=O)N2CCC(C(=O)N3CCC4(CC3)OCCO4)CC2)cc1	0	-13
5	O=C1C2CCCN2C(c2cccnc2)N1c1nccs1 (stereo not drawn)	-6	-8
6	O=S1(=O)CC2(N3CCOCC3)CCCCCCC21 (stereo not drawn)	-1	9
7	CCOC(=O)C(O)(c1ccc(N(CC)C(=O)OC)cc1)C(F)(F)F (stereo not drawn)	0	-12
8	CC1(C)CN=C(Nc2ccccc2C(F)(F)F)S1	-1	-5
9	Cc1[nH]c2c(Cl)cccc2c1CCN	-1	8
10	O=C(c1ccc(CNS(=O)(=O)c2ccccc2)cc1)N1CCC2(CC1)OCCO2	26	50
11	C=CCOC(=O)COc1cc(C)cc2oc(=O)c3c(c12)CCC3	-2	-10
12	Cc1ccccc1-c1nc(CS(=O)CC(=O)N2CCC3(CC2)OCCO3)c(C)o1 (stereo not drawn)	0	-5
13	Cc1ccc(S(=O)(=O)Nc2cc(C(=O)N3CCC4(CC3)OCCO4)ccc2N2CCCCC2)cc1	3	8
14	CC(=O)C1C2c3ccccc3OC1(C)N=c1s/c(=C/c3cnn(C)c3)c(=O)n12 (stereo not drawn)	-1	-24
15	CC1CCN2c3nc4ccccn4c(=O)c3CC3(C(=O)N(C)C(=O)N(C)C3=O)C2C1 (stereo not drawn)	-5	-28

Sorted by molecular weight (rising): three of the compounds above.
#	Molecule	S aureus QS inh	S aureus QS inh GFP MFI %
3	CNCC(O)c1ccc(O)cc1 (stereo not drawn)	-3	-10
6	O=S1(=O)CC2(N3CCOCC3)CCCCCCC21 (stereo not drawn)	-1	9
10	O=C(c1ccc(CNS(=O)(=O)c2ccccc2)cc1)N1CCC2(CC1)OCCO2	26	50

Following part.
#	Molecule	S aureus QS inh	S aureus QS inh GFP MFI %
16	Clc1ccc(COC(Cn2ccnc2)c2ccc(Cl)cc2Cl)c(Cl)c1 (stereo not drawn)	-14	-3
17	OCC12COC3c4ccccc4C(OC1)N32 (stereo not drawn)	-1	-3
18	CC(CCc1ccccc1)NC(C)C(O)c1ccc(O)cc1 (stereo not drawn)	1	11
19	CC(=NCCCO)c1c(O)n(Cc2ccccc2)c(=O)[nH]c1=O	0	4
20	CC(C)(C)C(O)C(Oc1ccc(Cl)cc1)n1cncn1 (stereo not drawn)	1	29
21	CC(N)C(=O)c1ccco1 (stereo not drawn)	1	-5
22	COc1ccc(-c2nc(CS(=O)CC(=O)N3CCC4(CC3)OCCO4)c(C)o2)cc1 (stereo not drawn)	-2	-1
23	CC[N+]1(C)CCCC(OC(=O)C(O)(c2ccccc2)c2ccccc2)C1 (stereo not drawn)	-8	-31
24	CCC1(CC)C(=O)NC(=NCCc2c[nH]c3ccccc23)NC1=O	-5	-20
25	O=C(c1cccs1)C1CN2CCC1CC2 (stereo not drawn)	-1	8
26	CCOc1ccc(-c2cc(C(=O)N3CCC4(CC3)OCCO4)c3ccccc3n2)cc1	-2	-1
27	C(#CCN1CCOCC1)COCC#Cc1ccccc1	-1	3
28	O=c1[nH]c2ccccc2n1CCCN1CCC(n2c(=O)[nH]c3cc(Cl)ccc32)CC1	-5	-6
29	O=C(NCC(c1cccnc1)N1CCOCC1)Oc1ccccc1 (stereo not drawn)	-3	-2
30	C[C@H]1CCCC(=O)CCCCCc2cc(O)cc(O)c2C(=O)O1	4	31
31	Cc1ccc(CS(=O)(=O)CCC(=O)N2CCC3(CC2)OCCO3)cc1	-2	-9
32	CC(C)[C@H]1C(=O)N2CCC[C@H]2[C@]2(O)O[C@](NC(=O)[C@@H]3C=C4c5cccc6[nH]cc(c56)C[C@H]4N(C)C3)(C(C)C)C(=O)N12	-6	2
33	COc1cccc(-n2nc(C(=O)N3CCC4(CC3)OCCO4)c3ccccc3c2=O)c1	3	16
34	COc1ccc2nc(NC(=O)CCc3nc(C4=CCN(C)CC4)no3)sc2c1	0	-25
35	C=CCn1c(O)c(C(C)=NCc2cccnc2)c(=O)[nH]c1=O	-2	-4
36	COc1ccccc1N1CCN(Cc2cccc(OC)c2O)CC1	0	-6
37	C[C@]12CCC(=O)C=C1CC[C@@H]1[C@@H]2CC[C@]2(C)C(=O)CC[C@@H]12	-2	-6
38	CCCCNC(=O)c1c(N)n(CCCOC)c2nc3ccccc3nc12	1	18
39	Cc1ccc(-c2nc(CS(=O)CC(=O)N3CCC4(CC3)OCCO4)c(C)o2)cc1 (stereo not drawn)	3	20
40	COc1ccc(C(=O)N2CCCC2=O)cc1	0	-2
41	O=C(c1cc(S(=O)(=O)N2CCOCC2)ccc1F)N1CCC2(CC1)OCCO2	-2	14
42	CCOC(=O)N(c1ccccc1)P1(=S)OCC(C)O1 (stereo not drawn)	0	1
43	CCOC(=O)c1[nH]c(C)c(C(=O)N2CCC3(CC2)OCCO3)c1C	-7	-7
44	Cc1nc2cc(C(=O)N3CCC4(CC3)OCCO4)ccc2n1-c1ccc(Br)cc1	2	13
45	O=C(CN1C(=O)CCSc2ccccc21)N1CCC2(CC1)OCCO2	-2	-3
46	O=C1OCCC1NC1=NCCC1 (stereo not drawn)	-1	1
47	O=C(Cn1cnc2sc3c(c2c1=O)CCCC3)NCCC(=O)N1CCC2(CC1)OCCO2	0	-14
48	C[N+]1(C)CCc2cc3c(cc2[C@H]1[C@@H]1OC(=O)c2c1ccc1c2OCO1)OCO3	0	0
49	Cc1ccc(CC2C(=O)N(C)C(=O)N(C)C2=O)s1	0	0
50	CN1C(=O)CN=C(c2ccc(Cl)cc2)c2cc(Cl)ccc21	-1	1
51	O=C(C1c2ccccc2C(=O)N2CCc3ccccc3C12)N1CCC2(CC1)OCCO2 (stereo not drawn)	3	16
52	O=C(C1CCCN(S(=O)(=O)c2cccc3nsnc23)C1)N1CCC2(CC1)OCCO2 (stereo not drawn)	1	3
53	C=CCn1c(O)c(C(C)=Nc2ccc(N(CC)CC)cc2)c(=O)[nH]c1=O	7	27
54	O=c1c2ccccc2[se]n1-c1ccccc1	-15	-26
55	O=C(Cn1ncc2c3ccccc3n(Cc3cccc(Cl)c3)c2c1=O)N1CCC2(CC1)OCCO2	11	36
56	CN(C)[C@@H]1C(=O)C(C(N)=O)=C(O)[C@@]2(O)C(=O)C3=C(O)c4c(O)ccc(Cl)c4[C@@](C)(O)C3C[C@@H]12 (stereo partly drawn)	20	36
57	O=C(c1csc2c1CCCCC2)N1CCC2(CC1)OCCO2	5	11

Of the compounds above, these contain a halogen:
#	Molecule	S aureus QS inh	S aureus QS inh GFP MFI %
1	NCCc1c[nH]c2ccc(F)cc12	-2	-11
7	CCOC(=O)C(O)(c1ccc(N(CC)C(=O)OC)cc1)C(F)(F)F (stereo not drawn)	0	-12
8	CC1(C)CN=C(Nc2ccccc2C(F)(F)F)S1	-1	-5
9	Cc1[nH]c2c(Cl)cccc2c1CCN	-1	8
16	Clc1ccc(COC(Cn2ccnc2)c2ccc(Cl)cc2Cl)c(Cl)c1 (stereo not drawn)	-14	-3
20	CC(C)(C)C(O)C(Oc1ccc(Cl)cc1)n1cncn1 (stereo not drawn)	1	29
28	O=c1[nH]c2ccccc2n1CCCN1CCC(n2c(=O)[nH]c3cc(Cl)ccc32)CC1	-5	-6
41	O=C(c1cc(S(=O)(=O)N2CCOCC2)ccc1F)N1CCC2(CC1)OCCO2	-2	14
44	Cc1nc2cc(C(=O)N3CCC4(CC3)OCCO4)ccc2n1-c1ccc(Br)cc1	2	13
50	CN1C(=O)CN=C(c2ccc(Cl)cc2)c2cc(Cl)ccc21	-1	1
55	O=C(Cn1ncc2c3ccccc3n(Cc3cccc(Cl)c3)c2c1=O)N1CCC2(CC1)OCCO2	11	36
56	CN(C)[C@@H]1C(=O)C(C(N)=O)=C(O)[C@@]2(O)C(=O)C3=C(O)c4c(O)ccc(Cl)c4[C@@](C)(O)C3C[C@@H]12 (stereo partly drawn)	20	36
